LGR2 antag: inhibitors of bursicon-induced Drosophila LGR2 receptor cAMP signaling | HEK293 LGR2, CRE-luciferase, bursicon-stimulated, 4 h | inhibition, % at 9.99 µM | 380,000 tested, 0.35% active;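 active = drop in luminescence signal, shown as inhibition above about 50% in the replicate tests, limit read from the data, passing the limit was not always enough; inconclusive = probably only some replicates passing the limit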;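 note: agonist challenge used bursicon conditioned medium at about half maximal strength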
ARNT-TACC3 inh: disruptors of human ARNT/TACC3 interaction; Q9Y6A5; AlphaScreen His-ARNT PAS-B/GST-TACC3 binding, luminescence; TACC3 fragment carries E629A point mutation; AID 623870; 390,000 tested, 0.66% active; inhibition, % at 9.99 µM;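 active = mean inhibition of replicates at least 50% and at least half of replicates each reaching 50%; inconclusive = half or more replicates reach 50% but mean below 50%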;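 note: 0% = complete ARNT plus TACC3 wells and 100% = ARNT alone without TACC3; many hits fall short of the cut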
DENV2 CPE: DENV2-induced cell death inhibition | 350,000 tested, 1.7% active | DENV2-infected cells, cytopathic effect rescue, plate reader | CPE inhibition, % at 9.99 µM; in the data active = CPE inhibition above about 20%, passing the limit was not always enough; inconclusive = no clear call, values can overlap the other calls; tested in BHK-21 cells;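 note: 0% = median of neutral control wells and 100% = median of positive control wells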
SIRT5 inh: inhibitors of human sirtuin-5 desuccinylase | 330,000 tested, 1.1% active | inhibition, % at 15 µM | Q9NXA8 | Purified SirT5, succinyl-peptide AMC, trypsin-coupled fluorescence; in the data active = inhibition above about 15%; inconclusive = no clear call, values can overlap the other calls
Target sequence (Q9NXA8 whole entry, looked up): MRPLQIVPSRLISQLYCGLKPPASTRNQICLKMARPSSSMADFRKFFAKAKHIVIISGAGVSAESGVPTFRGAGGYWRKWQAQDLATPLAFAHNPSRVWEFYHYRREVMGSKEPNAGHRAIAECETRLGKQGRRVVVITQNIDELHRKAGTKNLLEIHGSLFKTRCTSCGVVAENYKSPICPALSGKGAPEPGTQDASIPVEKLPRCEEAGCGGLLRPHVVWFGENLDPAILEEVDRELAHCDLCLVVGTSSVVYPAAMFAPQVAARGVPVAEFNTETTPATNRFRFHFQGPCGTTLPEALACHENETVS
CASP6 VEID inh: blocks human caspase-6 cleavage activity; inhibition, % at 12.5 µM; P55212; purified caspase-6, Z-VEID-R110 cleavage fluorescence; 350,000 tested, 0.53% active;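 active = mean inhibition across replicates at least about 35%, with every replicate also reaching that limit, limit read from the data; inconclusive = only one of the two criteria met; inactive = neither criterion met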;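 note: 0% = median of neutral control wells and 100% = no fluorescence left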
Target sequence (P55212 24-179 limits assumed): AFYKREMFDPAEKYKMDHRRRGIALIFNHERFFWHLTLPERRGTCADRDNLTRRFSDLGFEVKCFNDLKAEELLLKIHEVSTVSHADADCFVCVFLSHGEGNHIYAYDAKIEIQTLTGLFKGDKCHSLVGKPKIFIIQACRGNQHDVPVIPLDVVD
Target sequence (P55212 194-293 limits assumed): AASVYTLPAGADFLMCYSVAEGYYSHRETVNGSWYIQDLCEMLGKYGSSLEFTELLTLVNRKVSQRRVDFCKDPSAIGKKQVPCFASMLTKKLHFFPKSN
PAX8 inh HTS: inhibitors of PAX8 transcriptional activity in RMG-I cells; RMG-I TPO-luciferase reporter, SteadyGlo, 24 h; inhibition, % at 12.6 µM; 360,000 tested, 1.2% active; AID 652154;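 active = mean replicate inhibition at least 60% with every replicate also reaching 60%; inconclusive = only one of the two criteria is met; inactive = mean below 60% and not all replicates reaching 60%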;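 note: luciferase light reporting Pax8 driven TPO promoter activity; plate controls were median of neutral control wells for no effect and mitoxantrone controls for full effect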
EWS-Fli inh: EWS/Fli transcriptional activity inhibition; A673 NR0B1-luciferase reporter, viability-normalised; inhibition, % at 12.6 µM; 350,000 tested, 0.67% active;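 active = mean inhibition of at least 50% after viability correction, with every replicate also passing that limit; inconclusive = mean reaches 50% but only one of two replicates passes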;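 note: firefly luciferase signal divided by Alamar Blue viability fluorescence both relative to DMSO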
* = called active by the depositor; ? = inconclusive; nt = no result given. Random draw from the library. About 4.9% of those tested had a hit in this group.

Abbreviations – A = LGR2 antag; B = ARNT-TACC3 inh; C = DENV2 CPE; D = SIRT5 inh; E = CASP6 VEID inh; F = PAX8 inh HTS; G = EWS-Fli inh
CC(C)Sc1nc(SCC(=O)O)c2c3c(sc2n1)COC(C)(C)C3
  A: 6	B: -1	C: 1	D: -1	E: 6	F: -55	G: -18

CO[C@@H]1CN(C)C(=O)c2cc(NC(=O)NC3CCCCC3)ccc2OC[C@H](C)NC[C@H]1C
  A: 10	B: -9	C: -2	D: 0	E: -3	F: 1	G: 5

CCN(CC)c1ccc(C=Nc2cccc(S(=O)(=O)N3CCOCC3)c2)c(O)c1
  A: 20	B: 7	C: 7	D: 4	E: 14	F: -5	G: -8

CC(C)CC1C(=O)N(Cc2cn(CCC3OCCCO3)nn2)CCS(=O)(=O)N1Cc1ccc(-c2ccc(Cl)nc2)cc1 (stereo unspecified)
  A: -39	B: nt	C: -4	D: 2	E: 4	F: -58	G: -35

COc1cccc(NC(=O)Cn2c(=O)n(-c3ccccc3)c(=O)c3oc4ccccc4c32)c1
  A: -4	B: -9	C: nt	D: nt	E: nt	F: 6	G: nt

CCN(CC)S(=O)(=O)c1ccc(NC(=O)c2cc(C(=O)OC)cc([N+](=O)[O-])c2)cc1
  A: 0	B: -5	C: -13	D: -6	E: 0	F: 2	G: 0

COc1ccc2[nH]c3c(c2c1)CCN1C(=O)C(CC(=O)NCCCn2ccnc2)C[C@H](C(=O)N2CCOCC2)[C@@]31C (stereo partly specified)
  A: -18	B: 2	C: 11	D: -6	E: -8	F: -20	G: -4

COc1ccc(C/C(C)=N/Nc2nc(C)cc(=O)[nH]2)cc1
  A: 6	B: 5	C: -2	D: 1	E: -1	F: 0	G: -6

O=C(COC(=O)C1CCN(c2ccc(C(F)(F)F)cn2)CC1)Nc1cc(F)ccc1F
  A: 8	B: nt	C: -4	D: 0	E: 2	F: -15	G: -5

CC(=O)Nc1ccc(NC(=O)COc2ccc(-c3ccccc3)cc2)cc1
  A: 7	B: -6	C: -1	D: -3	E: -1	F: -21	G: nt

Next part:
Abbreviations – A = LGR2 antag; B = ARNT-TACC3 inh; C = DENV2 CPE; D = SIRT5 inh; E = CASP6 VEID inh; F = PAX8 inh HTS; G = EWS-Fli inh
O=S(=O)(Cc1ccccc1)C(CCCc1ccccc1)S(=O)(=O)Cc1ccccc1
  A: 14	B: -4	C: -8	D: 2	E: 0	F: 24	G: 12

Cc1cc(C[n+]2cc(Cl)ccc2N)c2ncccc2c1
  A: 1	B: -1	C: 8	D: -7	E: -2	F: -9	G: 14

Cc1cc(NC(=O)CSCc2nc(-c3cccc(F)c3)oc2C)no1
  A: 6	B: -9	C: -2	D: 0	E: 0	F: 5	G: 4

CC(C)(C)SCCNS(=O)(=O)c1ccc(C#N)cc1
  A: -3	B: -7	C: 7	D: 0	E: -1	F: 6	G: 3

Cn1c(=O)[nH]c(=O)c2c1nc(CN1CCOCC1)n2CCCc1ccccc1
  A: -3	B: 1	C: 0	D: 0	E: 0	F: -29	G: -1

O=C(O)c1nn(-c2ccccc2C(F)(F)F)cc1O
  A: 1	B: -15	C: 2	D: 1	E: 5	F: 4	G: 0

CC(=O)NS(=O)(=O)c1ccc(NC(=O)c2cc(-c3cccs3)nc3ccccc23)cc1
  A: -1	B: 2	C: nt	D: nt	E: nt	F: 0	G: -29

CSC(=NC#N)N1CCN(c2c(C)cccc2C)CC1
  A: 45	B: -3	C: 2	D: -1	E: -2	F: -5	G: 12

COc1ccc(NC(=O)Nc2ccc3c(c2)CC(=O)N([C@H](C)CO)C[C@H](C)[C@@H](CN(C)Cc2ccc(Cl)c(Cl)c2)O3)cc1
  A: 22	B: 11	C: ?	D: nt	E: nt	F: 35	G: -3

Cc1ccc(C)n1-c1nccc(-c2ccco2)n1
  A: -5	B: 1	C: -1	D: 6	E: 5	F: 8	G: 5

More compounds:
Abbreviations – A = LGR2 antag; B = ARNT-TACC3 inh; C = DENV2 CPE; D = SIRT5 inh; E = CASP6 VEID inh; F = PAX8 inh HTS; G = EWS-Fli inh
COc1ccccc1S(=O)(=O)Nc1ccc2c(c1)OC[C@H](C)NC[C@H](C)[C@H](OC)CN(C)C2=O
  A: 5	B: 11	C: 9	D: -9	E: 3	F: nt	G: 3

O=C(Nc1ccc(Cl)cc1)Nc1cc([N+](=O)[O-])ccc1F
  A: 8	B: 3	C: nt	D: nt	E: nt	F: -4	G: nt

COC(=O)c1cc2c(c3c4ccccc4n(S(=O)(=O)c4ccc(OC)cc4)c13)C(=O)N(Cc1ccc(N(C)C)cc1)C2
  A: nt	B: nt	C: -8	D: nt	E: 1	F: -159	G: 21

C[C@H]1CN([C@@H](C)CO)C(=O)c2cccc(NC(=O)C3CCOCC3)c2O[C@H]1CN(C)CC1CCCCC1
  A: -41	B: -5	C: 44*	D: 0	E: -1	F: -7	G: -2

COc1ccc(/C=N\NC(=O)c2ccccc2OC)cc1COc1c(F)c(F)c(F)c(F)c1F
  A: -19	B: 6	C: 2	D: 2	E: 0	F: 64*	G: 12

Cc1cccc(NC(=O)c2cc(=O)[nH]c3ccccc23)c1
  A: 2	B: -5	C: -5	D: -6	E: 2	F: 21	G: -6

Cc1ccc(S(=O)(=O)N2CCc3ccccc3C2)cc1C
  A: -11	B: -2	C: -2	D: -2	E: -2	F: 15	G: -25

COc1ccc(C(=O)NCCn2cc(SCC(N)=O)c3ccccc32)cc1
  A: 3	B: 2	C: -4	D: -1	E: 0	F: -6	G: -16

COc1cccc(-c2ccc3c(c2)[C@@H]2[C@@H](CCN2S(=O)(=O)c2ccc(F)cc2)[C@H](CO)N3C)c1
  A: -2	B: 28	C: -20	D: 8	E: 0	F: ?	G: 0

COc1ccc(NC(=O)CN2C(=O)CSC2=O)cc1
  A: nt	B: -1	C: -1	D: 1	E: 1	F: -6	G: 8

The listing continues.
Abbreviations – A = LGR2 antag; B = ARNT-TACC3 inh; C = DENV2 CPE; D = SIRT5 inh; E = CASP6 VEID inh; F = PAX8 inh HTS; G = EWS-Fli inh
COc1ccc(NC(=O)CCN2CCN(c3ccc(F)cc3)CC2)cc1
  A: -23	B: 1	C: -3	D: -3	E: -1	F: -12	G: -17

C[C@@H]1CN([C@@H](C)CO)C(=O)c2cc(NS(=O)(=O)c3cccs3)ccc2O[C@@H](C)CCCCO[C@@H]1CN(C)C(=O)Nc1ccc2c(c1)OCO2
  A: 1	B: -1	C: -3	D: -1	E: 2	F: 4	G: -12

Cc1cccc(Oc2cc(NC(=O)Cn3cnc([N+](=O)[O-])n3)cc([N+](=O)[O-])c2)c1
  A: -6	B: 14	C: nt	D: nt	E: nt	F: -2	G: nt

COc1ccc(S(=O)(=O)N(C)C[C@@H]2Oc3ncc(-c4ccncc4)cc3C(=O)N([C@@H](C)CO)C[C@H]2C)cc1
  A: 0	B: 1	C: 3	D: 1	E: 0	F: nt	G: -1

CNC(C)C(=O)NC(C(=O)N1CCCC1C(=O)NNc1ccccc1)C(C)C (stereo unspecified)
  A: -6	B: -2	C: nt	D: nt	E: 1	F: 5	G: -5

COC/C=C/C1=CC2=CC(=O)C(C)(OC(=O)C3CCCC3)C(=O)C2=CO1 (stereo unspecified)
  A: 8	B: 4	C: -13	D: nt	E: 36*	F: -4	G: -2

COc1ccc(S(=O)(=O)N(C)C[C@@H]2Oc3ccc(NS(=O)(=O)c4c(C)noc4C)cc3C(=O)N([C@@H](C)CO)C[C@H]2C)cc1
  A: -2	B: nt	C: nt	D: 6	E: -1	F: -11	G: -4

CCc1ccc(-c2csc3nc[nH]c(=O)c23)cc1
  A: -32	B: -21	C: -4	D: 0	E: 2	F: -34	G: -30

COc1ccc(C(CC(=O)O)NC(=O)c2cc3cc(Br)ccc3oc2=O)cc1OC (stereo unspecified)
  A: 6	B: -15	C: 4	D: -2	E: 3	F: 19	G: 4

CS(=O)(=O)c1ccc(C(=O)Nc2ccccc2Cl)cc1
  A: nt	B: -1	C: 13	D: 0	E: 2	F: -31	G: -3

(next part)
Abbreviations – A = LGR2 antag; B = ARNT-TACC3 inh; C = DENV2 CPE; D = SIRT5 inh; E = CASP6 VEID inh; F = PAX8 inh HTS; G = EWS-Fli inh
O=C(O)C(Cc1c[nH]c2ccccc12)N1C(=O)c2ccccc2C1=O (stereo unspecified)
  A: 6	B: -1	C: ?	D: 1	E: 8	F: 11	G: -10

Cc1ccc(S(=O)(=O)SC/C=C/CSS(=O)(=O)c2ccc(C)cc2)cc1
  A: 16	B: -10	C: -5	D: -3	E: -2	F: -1	G: -8

CCOCCCNC(=S)Nc1ccc2nc(N3CCOCC3)cc(C)c2c1
  A: -9	B: -8	C: -1	D: 1	E: 8	F: 16	G: -5

O=C(CNC(=O)OCc1ccccc1)NC1(C(=O)O)CCCC1
  A: 43	B: 0	C: ?	D: 1	E: -2	F: 8	G: -5

CC(=O)c1ccc2c3c(ccc(O)c13)CC2
  A: 6	B: 4	C: 5	D: -1	E: 5	F: nt	G: -7

O=C(NCCOc1ccc(Cl)cc1)c1cccc(S(=O)(=O)N2CCCC2)c1
  A: -7	B: 16	C: -9	D: -3	E: 2	F: 17	G: 15

O=C1CSC(=S)N1/N=C/c1cccnc1
  A: -1	B: 39*	C: 8	D: 1	E: 4	F: -3	G: 1

O=C(COC(=O)c1cnccn1)NCCc1ccc(Cl)cc1Cl
  A: nt	B: -5	C: 0	D: -4	E: -1	F: 8	G: -4

CCCNC(=O)[C@@H]1[C@@H](CO)[C@@H]2Cn3c(cccc3=O)[C@@H]2N1CC1CCCCC1
  A: 24	B: 23	C: -3	D: 5	E: -1	F: nt	G: -1

C[C@H](CO)N1C[C@H](C)[C@@H](CN(C)C(=O)[C@H](C)c2ccccc2)OCc2ccccc2-c2ccccc2C1=O
  A: 21	B: 5	C: -3	D: 1	E: -1	F: 4	G: -5

The results go on:
Abbreviations – A = LGR2 antag; B = ARNT-TACC3 inh; C = DENV2 CPE; D = SIRT5 inh; E = CASP6 VEID inh; F = PAX8 inh HTS; G = EWS-Fli inh
CCOC(=O)C1CCN(S(=O)(=O)c2cn(C)c(=O)n(C)c2=O)CC1
  A: 11	B: -4	C: -4	D: -1	E: 0	F: 17	G: 11

Cc1ccc(NC(=O)CSc2nnc(C)c(=O)n2N)c(C)c1
  A: 10	B: -8	C: nt	D: nt	E: nt	F: -4	G: nt

Cc1cc(C)c(O)c(-c2cc(C(=O)Nc3c(C)n(C)n(-c4ccccc4)c3=O)[nH]n2)c1
  A: -4	B: -1	C: 0	D: -2	E: 0	F: 3	G: 8

O=C(c1ccccc1F)N1CC(=O)N2[C@@H](CO)[C@H](c3ccc(C#Cc4ccc(F)cc4)cc3)[C@@H]2C1
  A: -1	B: nt	C: 5	D: 2	E: -1	F: -43	G: 5

CN1N=C(C(=O)N2CCN(c3ccc([N+](=O)[O-])cc3)CC2)CCC1=O
  A: 13	B: -1	C: 1	D: 0	E: 1	F: 1	G: 11

COc1ccc(S(=O)(=O)Nc2ccc3c(c2)CC(=O)N([C@@H](C)CO)C[C@H](C)[C@H](CN(C)C(=O)NC(C)C)O3)cc1
  A: 19	B: -2	C: -9	D: -2	E: 0	F: nt	G: -10

COc1ccccc1N1CCN(C(=O)Cn2cnc3c2c(=O)n(C)c(=O)n3C)CC1
  A: 0	B: -2	C: -5	D: -14	E: 1	F: -14	G: 2

O=C1/C(=C\c2c(NCCOCCO)nc3ccccn3c2=O)SC(=S)N1Cc1ccco1
  A: -10	B: 1	C: -4	D: -3	E: -1	F: 22	G: 10

COC(=O)c1sccc1NC(=O)COc1ccc(C)cc1
  A: -27	B: -3	C: 3	D: 0	E: nt	F: -20	G: -50

CC1C=NC(S(=O)(=O)N2CC[C@@H]3[C@@H](CO)N(C)c4ccc(-c5cccc(F)c5)cc4[C@@H]32)=N1 (stereo partly specified)
  A: -7	B: 0	C: 17	D: -2	E: 1	F: -3	G: 15
